HEK293 NOD2/NF-kB: NOD2 signaling inhibitors, cell-based, luminescence, uHTS, HEK293 (AID 1566). hit rate 0.63% among 290,000. inhibition, % at 4 µM, or EC50 in µM where a hit was titrated. HEK293 NOD2/NF-kB luciferase reporter, luminescence; higher % means a stronger effect; also: many of its hits are not listed in these tables
CSM14.1 death rescue: rescue of cells from ER stress-induced death, primary screen, 384-well, CSM14.1, thapsigargin, ATP luminescence (AID 1222); CSM14.1 thapsigargin-induced death rescue, ATP luminescence; higher % means a stronger effect; one-dose cellular ATP content (survival), % at 20 µM; EC50 in µM for titrated hits; 190,000 tested, under 10 active;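 active = EC50 below 50 µM in the dose-response confirmation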;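 also: death triggered by thapsigargin at about 15 µM added after 2 h compound pretreatment; cell ATP read after overnight thapsigargin exposure of roughly 18 to 22 hours; normalized against plate controls of thapsigargin alone and 5% DMSO vehicle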
NOD1 NF-kB reporter: inhibition of NOD1-driven NF-kB reporter – cell-based, luminescence, uHTS, primary screen (AID 1578); NOD1-driven NF-kB luciferase reporter cells, luminescence; higher % means a stronger effect; inhibition, % at 4 µM, or EC50 in µM where a hit was titrated; hit rate 1% among 290,000; in the data active = inhibition mostly above about 36%, no sharp cut-off; inactive = mostly below about 34%;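 also: HEK-293T reporter cells stimulated with the NOD1 agonist gamma-tri-DAP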
Yfh1-off respiration: mitochondrial function rescue without frataxin homolog – Friedreich's ataxia, plus single-dose screen, dose response (AID 1465). S. cerevisiae Yfh1-off respiration, WST-1 reduction, 72 h; higher fold induction means a stronger effect. fold induction at 50 µM; hits with a dose series show EC50 in µM. hit rate 0.074% among 220,000;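 active = fold induction of absorbance versus untreated yeast above a set limit, then at least 30% activation at any dose in follow-up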;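 also: activators that raise dye reduction in frataxin-depleted yeast; strong numbers were not always called active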
KOR beta-arrestin-1: kappa opioid receptor blockers – cell-based, luminescence, uHTS (AID 1778) | KOR beta-arrestin recruitment, luminescence, antagonist mode; higher % means a stronger effect | one-dose inhibition, % at 10 µM; IC50 in µM for titrated hits | hit rate 0.091% among 290,000; also: strong numbers were not always called active
TNAP activation fold: stimulation of alkaline phosphatase TNAP activity – biochemical, luminescent, no phosphate acceptor, uHTS, primary screen (AID 1001) | purified TNAP, luminescent activation assay, no phosphate acceptor; higher activation fold means a stronger effect | one-dose activation fold at 20 µM; EC50 in µM for titrated hits | hit rate 0.03% among 200,000; in the data active = activation fold from about 3, or a potency from the dose series; inactive = the rest, 99 in 100 with activation fold below about 1.6; also: many of its hits are not listed in these tables
NTR1 ag: agonists of NTR1, primary screen, imaging, U2OS cells, beta-arrestin-GFP, high content (AID 493036); P30989; NTR1-U2OS beta-arrestin-GFP spot imaging, agonist mode; activation, % at 20 µM; hit rate 0.17% among 330,000;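 active = activation at or above 40% of the spot to cytoplasm intensity ratio, with at least 20 cells analyzed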;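 also: 0% = DMSO without peptide and 100% = 100 nM NTR1 peptide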
Target sequence (P30989 whole entry, looked up): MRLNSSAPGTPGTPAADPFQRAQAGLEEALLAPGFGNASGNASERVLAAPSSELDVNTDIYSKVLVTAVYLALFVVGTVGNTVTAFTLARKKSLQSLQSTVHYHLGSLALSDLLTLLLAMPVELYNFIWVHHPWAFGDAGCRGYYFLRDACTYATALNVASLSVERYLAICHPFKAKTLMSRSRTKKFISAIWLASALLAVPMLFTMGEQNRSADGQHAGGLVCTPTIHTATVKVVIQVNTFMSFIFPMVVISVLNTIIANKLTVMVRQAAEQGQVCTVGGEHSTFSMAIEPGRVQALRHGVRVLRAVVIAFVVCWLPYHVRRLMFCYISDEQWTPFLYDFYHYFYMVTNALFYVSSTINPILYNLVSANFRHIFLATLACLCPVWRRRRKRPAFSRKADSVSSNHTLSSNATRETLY
KOR beta-arrestin-2: kappa opioid receptor activators – cell-based, luminescence, uHTS, primary screen (AID 1777); activation, % at 10 µM, or EC50 in µM where a hit was titrated; KOR beta-arrestin recruitment, luminescence; higher % means a stronger effect; hit rate 0.02% among 280,000; in the data active = activation above about 50%, passing the limit was not always enough; also: a part of the inactive calls stands beside numbers as strong as those of hits
GPR55 activation: GPR55 agonists via beta-arrestin recruitment, primary screen, imaging, U2OS cells, beta-arrestin-GFP redistribution (AID 1961); U2OS GPR55 beta-arrestin-GFP redistribution imaging; higher % means a stronger effect; activation, % at 10 µM; hits with a dose series show EC50 in µM; hit rate 0.048% among 290,000;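 active = activation above 40% with more than 50 cells counted in the well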;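 also: U2OS osteosarcoma cells stably expressing GPR55 and beta-arrestin-GFP; plate controls were DMSO negative control for no effect and LPI positive control for full effect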
NTR1 ag cell count 20 µM: also measured in NTR1 ag; calls as there; cell count; measured here: cell count, cytotoxicity flag
Starred values were filed as active, the others as inactive; i = inactive; x = no result given; [ ] = dose if it differs, or a comment. Rule as the data show it, unless noted: active = inhibition above about 50%; inactive = the rest. A portion of the library, so the mix of outcomes need not match the whole.

SMILES	HEK293 NOD2/NF-kB	CSM14.1 death rescue	NOD1 NF-kB reporter	Yfh1-off respiration	KOR beta-arrestin-1	TNAP activation fold	NTR1 ag	NTR1 ag cell count 20 µM	KOR beta-arrestin-2	GPR55 activation
O=C([C@H](Cc1ccccc1)N1C(=O)c2ccccc2C1=O)N1CCOCC1	0.5%	x	-15.9%	x	-29.0%	x	0.6	49	3.1%	-0.2%
Cc1cccc(C(=O)N2CCN(S(=O)(=O)N3CCCCC3)CC2)c1	7.0%	x	-24.6%	x	4.6%	x	-0.2	61	-4.6%	0.0%
CCCCCCSc1nnc2[nH]c(=O)cc(N)n12	-19.6%	-0.8%	-24.8%	i	-54.6%	1.1	-0.2	46	0.4%	0.9%
CC(=O)Nc1ccc2nsnc2c1	17.5%	x	-0.9%	i	30.3%	x	1.2	61	1.9%	-0.1%
Cc1nn(CC(=O)NC(C)c2ccccc2)c(C)c1[N+](=O)[O-] (stereo not drawn)	4.4%	0.6%	-26.3%	i	-18.2%[20 µM]	1	-1.4	65	x	0.1%
CCCCNC(=O)C1Cc2cc(S(=O)(=O)N3CCCC3)ccc2N1C(C)=O (stereo not drawn)	0.6%	x	-15.7%	x	-31.4%	x	0.5	68	3.5%	0.0%
CCC(=O)Nc1ccccc1Sc1ncnc2scc(-c3ccccc3)c12	-11.4%	1.6%	-0.9%	i	0.7%	1	4.1	50	9.5%	0.5%
Cc1nc2ccc(Cl)cc2c(-c2ccccc2)c1C(=O)N(C)C	-6.3%	x	-11.3%	x	11.6%	x	-0.3	74	-1.7%	0.4%
CCC(NC(=O)c1ccccc1NC(=O)c1ccco1)C(=O)NC1CCCCC1 (stereo not drawn)	8.0%	-1.1%	x	x	-11.9%	1.1	0.5	44	-3.8%	0.5%
O=Cc1ccc(OCCN2CCCC2=O)cc1	-7.3%	x	-11.9%	x	-10.0%	x	1.8	65	2.9%	0.0%
CC(C)Cn1c(-c2ccccc2)nc2ccccc2c1=O	21.0%	1.9%	10.9%	i	5.9%	1.1	-1.3	80	-7.3%	-0.2%
CC(=O)c1ccc(C(=O)N2CCCC(Nc3ccc(C(C)C)cc3)C2)s1 (stereo not drawn)	27.2%	x	1.0%	x	19.4%	x	3.7	63	-1.6%	-0.1%
CC1=C(C)CC(C(=O)Nc2ccc(C(N)=O)cc2)C(C(=O)O)C1 (stereo not drawn)	-9.0%	3.7%	1.6%	i	3.2%	1.1	0.1	77	-2.2%	0.1%
Cc1cc(OC(=O)c2ccccc2C)c([N+](=O)[O-])c(=O)[nH]1	1.8%	x	-26.8%	x	5.7%	x	-0.8	73	1.6%	-0.2%
Cc1nc2nc(SCc3ccccc3)[nH]n2c(=O)c1C	3.0%	x	-19.3%	x	20.3%	x	x	x	-5.3%	0.2%
O=[N+]([O-])c1cc(-c2cnc3ccccc3n2)ccc1Oc1ccc(Br)cc1	-1.9%	10.5%	1.2%	i	-10.9%	1	3.6	88	-1.5%	0.2%
Cc1nc2ccccc2c(=O)n1/N=C/c1ccc(N(C)C)cc1	-7.4%	1.3%	-38.1%	i	22.0%	1.1	3.0	50	-1.6%	-0.2%
CC1(C)CC(NC(=O)COc2ccc3ccc(=O)oc3c2)CC(C)(C)N1	10.1%	x	-4.4%	x	1.8%	x	1.3	70	2.0%	-0.1%
COc1ccc([N+](=O)[O-])c2c(=O)ccoc12	5.7%	8.1%	-32.0%	i	-20.7%	1.1	-0.3	61	-1.1%	-0.2%
O=C(Nc1ccc(Cl)cc1)C1CCC(=O)N1Cc1ccccc1Cl (stereo not drawn)	11.6%	3.1%	26.1%	i	-3.4%	1.1	1.1	46	-2.4%	-0.1%
Cc1ccccc1-n1c(SC2CCOC2=O)nnc1-c1ccncc1 (stereo not drawn)	51.5%*	0.3%	-24.4%	i	20.4%	1	2.1	48	-5.2%	-0.4%
CCC(CC)NC(=O)/C=C/c1ccccc1Cl	-59.6%	-1.1%	-49.8%	i	-39.0%	1	4.1	36	-1.0%	0.7%
CC1CCCN(S(=O)(=O)c2ccc(C(=O)Nc3nnc(C4=COCCO4)o3)cc2)C1 (stereo not drawn)	6.9%	x	13.4%	x	-10.8%	x	-0.3	79	11.9%	0.3%
CCn1c(COc2cccc3cccnc23)nnc1SCC(=O)O	1.9%	-0.5%	-19.1%	i	3.6%	1.1	-3.2	72	7.4%	-0.1%
CCOC(=O)CC1NCCc2c1[nH]c1ccc(OC)cc21 (stereo not drawn)	-32.6%	x	-6.6%	x	-35.5%	x	-0.5	42	2.5%	0.0%
COc1ccc(Cn2nnnc2C(c2ccc3ncccc3c2)N2CCN(C3CCCCC3)CC2)cc1 (stereo not drawn)	10.1%	1.7%	-6.9%	i	1.2%	1	1.0	45	-5.8%	0.5%
Cc1cccc(N2CCN(S(=O)(=O)c3ccc(S(=O)(=O)N4CCCC4)cc3)CC2)c1C	-1.3%	0.0%	-4.2%	x	-10.8%	1.1	-1.4	84	27.5%	0.0%
COc1ccccc1C(=O)Nc1ccccc1N1CCN(C(=O)c2ccc(Cl)cc2)CC1	12.3%	x	-19.8%	x	-23.5%	x	4.6	52	5.2%	-0.1%
O=C1CSC(c2ccccc2[N+](=O)[O-])N1c1ccc(O)cc1 (stereo not drawn)	0.1%	2.3%	7.4%	i	31.8%	1.2	0.0	40	-2.9%	0.1%
Cc1cccc(NNC(=O)C2CCC2)c1	-60.0%	x	-10.4%	i	-15.5%	x	1.0	55	-4.1%	0.0%
COc1cc2c(C#N)c(N3CCCCC3)nc(N)c2c(N)n1	-21.1%	-2.0%	-39.4%	i	10.4%	1.1	3.4	45	6.2%	-0.2%
COc1ccc(/C=C2/SC(=O)N(CCC(=O)Nc3ccccc3C(=O)O)C2=S)cc1	21.9%	x	-14.6%	x	-5.9%	x	1.9	52	12.8%	-0.2%
CNc1nc(N2CCc3ccccc32)ncc1F	-111.6%	-3.2%	-31.9%	i	4.1%	1.1	1.7	50	5.9%	-0.1%
COc1ccc(-c2ccc(C#N)c(SCC(=O)NCc3ccco3)n2)cc1OC	-3.3%	x	0.3%	i	7.8%	x	-0.5	42	3.9%	-0.1%
O=C(Nc1ccc(Cl)c(Cl)c1)Nc1cc(S(=O)(=O)N2CCOCC2)ccc1N1CCCC1	-19.3%	-2.0%	-35.3%	i	-1.3%	1.4	-0.6	36	7.4%	0.0%
CC(=O)c1nc(N2C(=O)CC(Cc3ccccc3)C2=O)sc1C (stereo not drawn)	9.4%	-2.6%	25.1%	i	5.1%	1.2	-0.6	63	3.4%	-0.4%
CC12CN3CCN(CC(C3)/C1=N\NC(=O)c1ccccc1N)C2	5.8%	x	-2.2%	i	4.5%	x	0.8	44	3.0%	0.5%
COC(=O)C(C)C1Sc2ccccc2NC1=O (stereo not drawn)	-24.1%	-3.7%	0.0%	i	6.9%	1.1	0.3	15	-0.5%	-0.1%
CC(=O)Nc1ccc(O)cc1[N+](=O)[O-]	20.7%	x	2.6%	i	-1.7%	x	3.0	82	-0.6%	0.2%
CCC1S/C(=C(\C#N)C(=O)NCc2ccco2)N(c2ccc(Br)cc2)C1=O (stereo not drawn)	17.9%	-2.6%	-6.6%	i	-19.0%	1.1	0.2	57	2.0%	-0.1%
Cc1cccc(C(=O)OCC(=O)Nc2nccs2)c1	0.0%	-2.6%	1.8%	i	-23.8%	1.1	1.7	71	6.5%	-0.1%
Cc1ccc(CC(=O)Nc2ncc([N+](=O)[O-])s2)cc1	-80.2%	0.7%	-37.4%	i	-21.0%[20 µM]	0.9	0.6	34	x	0.2%
O=c1cc[nH]c2ccc(OC(F)(F)F)cc12	12.4%	x	-11.7%	i	-26.1%	x	1.0	44	1.3%	0.0%
O=C(NC(c1ccccc1)c1ccccc1)C1CCCO1 (stereo not drawn)	8.8%	0.7%	13.3%	i	-28.1%	1	1.6	63	5.0%	-0.6%
O=C(O)CSCCc1ccccn1	3.2%	-1.0%	32.1%	i	20.9%	1	-0.1	49	-10.0%	-0.3%
Cn1c(N/N=C2\CCCc3ccccc32)nc2c1c(=O)n(Cc1ccc(F)cc1)c(=O)n2C	34.8%	-1.6%	-13.4%	i	-11.1%	18.8µM*	x	x	12.1%	20.9%
O=C(CSc1ccsc1[N+](=O)[O-])NC1CCCC1	8.4%	1.5%	-18.4%	i	-2.0%	1.1	2.1	67	-2.8%	1.2%
Cc1cc(/C=C2/NC(=O)N(c3ccccc3)C2=O)c(C)n1-c1cccnc1	-7.4%	-0.9%	-18.7%	i	-37.9%	1	-0.8	68	4.7%	-0.1%
CC(=O)OC(C(=O)NC1CCCCC1)c1cccc(F)c1 (stereo not drawn)	5.6%	8.0%	-10.5%	i	-5.3%	1.1	0.3	41	1.2%	-0.2%
Cc1ccnc(SCc2cn3c(C)cc(C)nc3n2)n1	12.7%	3.0%	-19.3%	i	1.6%	1.1	0.2	39	-2.9%	-0.3%

Remaining list, next part:
SMILES	HEK293 NOD2/NF-kB	CSM14.1 death rescue	NOD1 NF-kB reporter	Yfh1-off respiration	KOR beta-arrestin-1	TNAP activation fold	NTR1 ag	NTR1 ag cell count 20 µM	KOR beta-arrestin-2	GPR55 activation
COc1cccc(C2=CC(c3ccccc3)n3nnnc3N2)c1 (stereo not drawn)	-35.0%	-0.8%	27.8%	x	-54.8%	1.1	x	x	-2.3%	0.5%
O=C(CS(=O)CC(=O)N(CC(=O)NC1CCCC1)c1ccccc1F)Nc1ccc(F)cc1 (stereo not drawn)	-1.8%	x	-32.0%	x	7.3%	x	-0.5	68	-6.9%	0.2%
O=C(/C=C/c1ccccc1)Nc1cccnc1Cl	-19.7%	x	-49.9%	x	2.1%	x	-1.0	63	3.2%	0.4%
O=C(c1ccco1)N(CCC(c1ccccc1)c1ccco1)Cc1ccco1 (stereo not drawn)	5.9%	-1.1%	9.2%	i	-3.3%	1.1	3.2	87	-3.1%	0.3%
O=C(COc1ccccc1[N+](=O)[O-])Nc1ccc(CN2CCOCC2)cc1	-5.2%	-0.4%	-8.1%	i	-16.5%	1.1	0.7	85	1.2%	0.2%
CCOC(=O)C1CCN(C(=O)C2CCN(S(=O)(=O)c3cc(Cl)ccc3OCC)CC2)CC1	-2.7%	x	-43.4%	x	-3.9%	x	1.0	54	5.4%	-0.2%
Cc1ccc(S(=O)(=O)n2cnc(C)c2)cc1	4.1%	x	35.3%	x	-44.5%[20 µM]	x	-0.8	47	-0.2%	0.3%
O=C(Nc1ccc(Cn2cccn2)cc1)c1ccc(COc2ccccc2Br)cc1	20.5%	-1.3%	60.2%	i	-25.2%	1.1	13.2	65	1.9%	-0.2%
O=C(COc1ccccc1Cl)NC(=S)Nc1ccccc1N1CCCC1	30.0%	x	3.0%	x	-25.1%	x	6.6	64	4.2%	-0.1%

Screens: PubChem BioAssay, several laboratories
